Bioassay records from PubChem BioAssay.
Tau fibril FP: tau fibrillization inhibition (FP). P10636. Potency, µM (series often up to 57.7 µM), for inactives: top-dose activity, negative = inhibition, hits mostly inhibitors. hit rate 0.39% among 280,000. K18 P301L tau heparin fibrillization, Alexa594 FP, 6 h. AID 1468; also: potency is read from the fitted curve at half-maximal effect; % is scaled to controls: 0 for no effect and ±100 for the full control effect; nearly all actives have a fitted effect of over 55% in size
Target sequence (P10636 561-689 P618L limits assumed): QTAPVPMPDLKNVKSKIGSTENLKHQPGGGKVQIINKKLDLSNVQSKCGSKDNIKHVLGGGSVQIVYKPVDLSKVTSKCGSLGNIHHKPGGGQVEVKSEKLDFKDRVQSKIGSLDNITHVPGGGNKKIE
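Human K18 P301L fragment (15 uM unlabeled plus 0.24 uM Alexa 594-labeled) in 100 mM sodium acetate pH 7 with compound, aggregation induced by 20 uM heparin for 6 hr at 37 C. ThT (30 uM) added for 1 hr, then Alexa 594 FP read.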
Epigenetic reg: epigenetic control regulation, reporter derepression. murine LDR cells, GFP reporter derepression, 30 h. Potency, µM (doses to about 53.9 µM), without a hit: top-dose GFP activation, hits mostly activators. hit rate 0.2% among 280,000. AID 1865; also: potency is read from the fitted curve at half-maximal effect; % of control where 0% means no effect; nearly all actives have a fitted effect of over 60% in size
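In this reporter-derepression format, murine cells bearing a silenced integrated CMV-GFP locus incubate with test compound (30 h, 37 C), then are washed and imaged; fluorescent objects of 20–120 um count as induced cells.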
NPSR antag: neuropeptide S receptor (human) antagonism, cAMP | hit rate 1% among 220,000 | CHO-NPSR cells, cAMP TR-FRET, antagonist mode | Q6W5P4 | Potency, µM (series often up to 38.3 µM), inactives show top-dose activity change, negative = inhibition, usual class: inhibitors | AID 1461; also: potency is read from the fitted curve at half-maximal effect; % is scaled to controls: 0 for no effect and ±100 for the full control effect; nearly all actives have a fitted effect of over 50% in size; many of its hits are not listed in these tables
TRb-SRC2 inh: TRbeta-SRC2 interaction inhibition; P10828; TRbeta-SRC2 peptide binding, fluorescence polarization; receptor liganded with 1 µM T3; Potency, µM (doses to about 106 µM), inactives show at the highest dose activity change, negative = inhibition, most hits filed as inhibitors; hit rate 0.065% among 280,000; AID 1469;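 also: potency is read from the fitted curve at half-maximal effect; plate controls were bound peptide for no effect and peptide without receptor for full effect; nearly all actives have a fitted effect of over 50% in size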
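A fluorescence polarization screen tested compounds at multiple concentrations against complex formation between 0.6 uM TRb ligand-binding domain and 20 nM Texas Red SRC2 peptide, with 1 uM T3 present; readout after 5 hr.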
CBFb-RUNX1 inh: blocks binding between human CBF-beta and RUNX1. Q01196+Q13951. AID 1477. Potency, µM (top dose mostly 59.8 µM), for the others: at the top dose activity, negative = inhibition, most hits filed as inhibitors. 230,000 tested, under 10 active. AlphaScreen CBFb-His/RUNX1-biotin binding, biochemical; also: % of control where 0% means no effect
Target sequence (Q01196 whole entry, looked up): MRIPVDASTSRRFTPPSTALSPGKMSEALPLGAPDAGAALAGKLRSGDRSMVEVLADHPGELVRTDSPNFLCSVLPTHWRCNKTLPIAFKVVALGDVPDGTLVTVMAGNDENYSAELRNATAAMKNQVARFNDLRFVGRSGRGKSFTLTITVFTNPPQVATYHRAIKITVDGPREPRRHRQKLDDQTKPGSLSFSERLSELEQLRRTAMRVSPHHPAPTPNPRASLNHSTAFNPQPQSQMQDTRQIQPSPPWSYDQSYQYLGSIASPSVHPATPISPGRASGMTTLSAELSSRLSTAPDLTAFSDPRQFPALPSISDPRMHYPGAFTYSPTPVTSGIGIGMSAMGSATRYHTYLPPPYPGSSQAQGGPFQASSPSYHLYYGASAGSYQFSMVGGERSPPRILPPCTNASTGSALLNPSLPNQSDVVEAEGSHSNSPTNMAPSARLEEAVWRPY
Target sequence (Q13951 whole entry, looked up): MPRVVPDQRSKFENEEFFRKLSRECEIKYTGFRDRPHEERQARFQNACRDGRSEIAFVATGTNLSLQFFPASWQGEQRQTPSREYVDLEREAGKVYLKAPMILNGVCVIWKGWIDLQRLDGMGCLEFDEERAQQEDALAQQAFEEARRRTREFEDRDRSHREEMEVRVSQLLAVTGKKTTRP
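Bead-based AlphaScreen assay; binding partners His-tagged CBF-beta and biotinylated RUNX1 at 30 nM each. Compound exposure 15 min after a 20-min protein preincubation; bead step 90 min; all steps at room temperature.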
Tau fluor cs: counter-screen for tau fibril formation inhibitors; tau K18 P301L Alexa594 fluorescence, heparin fibrillization; Potency, µM (series often up to 57.7 µM), inactives show at the highest dose activity change, negative = decrease; hit rate 0.93% among 280,000; also: potency is read from the fitted curve at half-maximal effect; % is scaled to controls: 0 for no effect and ±100 for the full control effect; nearly all actives have a fitted effect of over 55% in size
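Human tau K18 P301L (15 uM unlabeled, 0.24 uM Alexa 594-labeled) in 100 mM sodium acetate pH 7 with 20 uM heparin, 6 hr at 37 C. ThT 30 uM added, 1 hr ambient; Alexa 594 FP and total fluorescence read at 555/632 nm.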
TR SRC2 fluor cs: alters Texas Red total fluorescence, flagging assay interference | TRb/SRC2 Texas Red total fluorescence interference | Potency, µM (series often up to 106 µM), for inactives: at the highest dose fluorescence change, negative = quenching | hit rate 0.29% among 280,000 | AID 1479; active = well fitted curve in either direction with a large enough effect; inconclusive = small, poorly fitted or top-dose-only effect; also: potency is read from the fitted curve at half-maximal effect; % is scaled to controls: 0 for no effect and ±100 for the full control effect
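Human TRβ ligand-binding domain (0.6 uM) and Texas Red SRC2 peptide (20 nM) in Tris buffer with 1 uM T3 and 5% DMSO were incubated with pinned compound for 5 hr at ambient temperature. Total fluorescence was computed as S + 2P (555/632 nm).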
aGal spleen mod: inhibitors or activators of human alpha-galactosidase in spleen homogenate; hit rate 0.008% among 240,000; Potency, µM (top dose mostly 80 µM), inactives show at the highest dose activity change, negative = inhibition, actives largely listed as inhibitors; human spleen homogenate, 4MU-alpha-Gal fluorescence, 40 min; P06280;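 also: potency is read from the fitted curve at half-maximal effect; 0% = enzyme with vehicle and -100% = no enzyme basal signal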
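Spleen homogenate 1 ug + cpd (titration) + 4-MU-alpha-D-galactopyranoside 1 mM; 37C 40 min; 50 mM citrate/phosphate pH 5.0, 0.01% Tween-20; stop pH 10; fluorescence 365/440; AC50 via Hill.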
* hit, by the source's call; u = inconclusive; x = no result given; & = joins results of further samples; [ ] = another dose, or the depositor's remark. Unless noted, calls follow the shape of the dose curve; as a rule, active = well fitted curve in the direction sought with a large enough effect; inconclusive = small, poorly fitted or top-dose-only effect, or another doubt; inactive = no such curve, though single readings can be large; an effect the other way counts as inactive or inconclusive.

no. | Structure | Tau fibril FP | Epigenetic reg | NPSR antag | TRb-SRC2 inh | CBFb-RUNX1 inh | Tau fluor cs | TR SRC2 fluor cs | aGal spleen mod
1 | O=C1CSC(c2ccc(Cl)cc2)N1Nc1nc(N2CCOCC2)nc(N2CCOCC2)n1 (stereo not given) | 5% | 5.3% | -37% | -5% | -1% | 0% | 1% | -9%
2 | CC(Sc1nnc(-c2cccnc2)n1-c1ccccc1)C(=O)NCc1ccc2c(c1)OCO2 (stereo not given) | 5% | 1.2% | -8%[46.1 µM] | -6% | -5% | 6% | 2% | 22%
3 | Nc1nc(SCC(=O)Nc2ccccc2Sc2ccccc2)n[nH]1 | -7% | -1.0% | -4%[46.1 µM] | -4% | 3% | -15% | -3% | -4%
4 | CCOC(=O)c1ccc(N2C(=O)C3ON(c4ccccc4)C(c4ccco4)C3C2=O)cc1 (stereo not given) | -4% | 0.8% | -11%[46.1 µM] | -1% | -2% | -12% | -3% | -6%
5 | COc1ccc(Cl)cc1NC(=O)CCN1CCOCC1 | 12% | -1.0% | 3% | 1% | 6% | 16% | 0% | -7%
6 | CCC(C)NC(=O)c1[nH]c2cc(C)ccc2c1Sc1ccc(Cl)cc1 (stereo not given) | 9% | u | x | 4% | x | -5% | -1% | x
7 | COc1ccc(OC)c(NC2=C(c3ccccc3)C(=O)c3ccccc32)c1 | 8% | 2.0% | x | -4% | x | u | 0% | x
8 | NC(=S)Cc1nc(-c2ccc(Cl)cc2)cs1 | u | u | 3% | -1% | -9% | u | 2% | -4%
9 | Cc1ccc(Cc2cn3cc(-c4ccc(F)cc4)nc3s2)cc1 | -11% | 0.0% | x | 11% | x | -13% | 8% | x
10 | CCOC(=O)c1c(NC(=O)CSc2cn(CCNC(=O)c3ccccc3OC)c3ccccc23)sc2c1CCC2 | -4% | 6.5% | x | 7% | x | -2% | 7% | x
11 | CCc1nc2ccccc2c(C(=O)Oc2ccc(C(=O)OC)cc2)c1C | -1% | -1.1% | 4% | -4% | 5% | 4% | 2% | 0%
12 | CCOc1cc(/C=N/NC(=O)c2nn(C)cc2Br)ccc1OCc1ccccc1 | -3% | 2.0% | -14% | -4% | 4% | -8% | 0% | -3%
13 | O=C(Nc1ccccc1Cl)N1CCCN(c2nc(-c3ccccc3)ns2)CC1 | -17% | 2.2% | 56% | 0% | -2% | u | -4% | 2%
14 | CCC(Oc1ccccc1)C(=O)N1CCN(Cc2cc(=O)n3nc(-c4cccc(C)c4)sc3n2)CC1 (stereo not given) | -1% | -2.1% | x | 5% | x | 5% | -3% | x
15 | C[C@H]1CN=C2N(CCNC(=O)CCC3CCCCC3)[C@H](Cc3ccc(O)cc3)CN21 | 8% | 0.4% | -4% | 0% | -1% | 1% | 0% | -15%
16 | COc1ccc(C(=O)NNC(=O)C2CCCO2)cc1 (stereo not given) | 6% | 0.0% | 13% | -4% | -4% | -5% | -3% | 7%
17 | CCOC(=O)c1cnn(CCOC(=O)c2ccc(F)cc2)c1NC(=O)c1ccc(F)cc1 | 6% | 0.0% | 20% | 5% | 6% | -6% | -2% | 5%
18 | COC(=O)C1C(=O)C(C(=O)/C=C/c2ccco2)C(=O)CC1(C)C (stereo not given) | -10% | -2.2% | x | 4% | -8% | -14% | -2% | 17%
19 | C=C1Cc2c(Cl)cc3[nH]c4c5c3c2[C@@]2(O)[C@@H]1C[C@@H]2C(C)(C)O[C@H]5[C@@H]1CC[C@@]2(O)[C@@]35O[C@@H]3[C@@H](O)[C@@H](C(=O)O)O[C@H]5CC[C@]2(C)[C@@]41C | 6% | u | x | 3% | u | -33% | -1% | 2%
20 | Cn1cc(C(=O)NC2CCCCC2)c(=O)c2cc(S(=O)(=O)N3CCCC3)ccc21 | -2% | -2.1% | -8%[46.1 µM] | -5% | -5% | 0% | -1% | -2%
21 | CCCCCCC1Cc2cc(OC)c(OC)cc2C(C(C(=O)OCC)C(=O)OCC)O1 (stereo not given) | 3%&-1%[11.6 µM] | 0.0%&0.0%[10.1 µM] | x | 1%&9%[11.2 µM] | 18%&11%[13.1 µM] | -16%&-2%[11.6 µM] | -5%&-4%[11.2 µM] | -3%&-11%[17.5 µM]
22 | O=C(NC(Cc1ccc(F)cc1)C(=O)O)c1ccccc1 (stereo not given) | -3% | -1.0% | -5%[46.1 µM] | 1% | 3% | 9% | 2% | 1%
23 | O=C(CC1Sc2ccccc2NC1=O)c1ccc(Br)cc1 (stereo not given) | 0% | 1.3% | 0% | -8% | -5% | -11% | 0% | 4%
24 | COc1ccccc1N=C1SC(C(=O)Nc2ccccc2OC)CC(=O)N1C (stereo not given) | 0% | 0.8% | x | 2% | x | -9% | u | x
25 | Cc1cc(C)cc(NC(=O)Nc2ccccc2OCc2cc(=O)n3ccccc3n2)c1 | -4% | u | x | -9% | x | -28% | -3% | x
26 | Cc1ccc(Cl)cc1N1CCN(C(=O)c2ccc(NC(=O)c3nsc4ccccc34)cc2)CC1 | u | -1.1% | x | -6% | x | -9% | -4% | x
27 | COc1ccccc1-c1cc(C(F)(F)F)n2ncc(S(=O)(=O)c3ccccc3)c2n1 | 3% | -1.1% | u | -3% | 17% | -19% | -2% | 7%
28 | CCc1cccc(NC(=O)CCS(=O)(=O)c2cc(Br)cc3c2N(C(C)=O)CC3)c1 | -1% | -4.9% | x | 1% | x | -18% | 0% | x
29 | CCC(=O)Nc1ccc2nc(C)n(Cc3ccccc3Cl)c(=O)c2c1 | 13% | -1.0% | -17%[46.1 µM] | -5% | 3% | -16% | -1% | -4%
30 | Cc1cc2ccccc2n2c(SCC(=O)Nc3ccc(S(=O)(=O)N4CCCCC4)cc3)nnc12 | u | -3.2% | -6% | -3% | 7% | u | -1% | -4%
31 | Cc1cc(/C=C(\C#N)C(=O)O)c(C)n1C1CC1 | 8% | -1.3% | 8% | -3%[53 µM] | 11% | 16% | -1%[53 µM] | -22%
32 | Cc1ccc(C(=O)N2CCN=C2SCc2ccc([N+](=O)[O-])cc2)cc1 | 9% | -1.1% | -23% | 8% | -1% | -22% | -7% | -3%
33 | CCCCNC(=O)CC1C(=O)N(Cc2ccccc2)C(C)c2nc3ccccc3n21 (stereo not given) | -2% | -2.1% | -11%[46.1 µM] | -17% | 2% | 3% | 2% | 10%
34 | Cc1nc(C2CCC3C4CCC5=CC(=O)CC[C@]5(C)C4CC[C@]23C)cs1 (stereo not given in full) | 3% | 0.2% | u | 2% | 4% | 12% | 0% | 0%
35 | Cc1ccnc(NC(=O)Cc2ccc([N+](=O)[O-])cc2)c1 | 2% | -1.1% | -2% | -6% | -8% | -2% | -2% | -4%
36 | COc1cc(/C=C/C(=O)c2ccc(F)cc2)cc(OC)c1OC | 1% | -3.5% | -16% | 0% | -1% | 5% | -1% | -7%
37 | CC(C)c1ccc(S(=O)(=O)c2nnn3c2nc(N2CCOCC2)c2sccc23)cc1 | -2% | -6.6% | x | 4% | x | -22% | 0% | x
38 | O=C(NCC1CCCO1)c1cc(-c2ccncc2)nc2ccc(S(=O)(=O)N3CCOCC3)cc12 (stereo not given) | 3% | 0.0% | -26%[46.1 µM] | -4% | 0% | -1% | -7% | -1%
39 | CCOC(=O)CSc1nc(C)c2ccc(C)cc2n1 | -4% | -1.2% | -1%[46.1 µM] | -2% | 17% | -7% | 1% | 1%
40 | Cc1ccc(NC(=O)CN2C(=O)C(C)(C)c3cc(S(=O)(=O)N4CCCCC4)ccc32)c(Br)c1 | -2% | 0.0% | x | -2% | x | -16% | 5% | x
41 | Cc1cccc(NC(=O)Cc2csc(COc3cccc(C)c3)n2)c1 | 4% | -2.2% | x | 1% | x | -19% | -16% | x
42 | Cc1ccc(N(CN2C(=O)NC(C)(C)C2=O)CN2C(=O)NC(C)(C)C2=O)cc1 | -1% | -1.0% | -8%[46.1 µM] | -2% | 1% | -6% | -3% | 4%
43 | CCOC(=O)CNC(=O)c1cccnc1 | -2% | -1.2% | 9%[46.1 µM] | -9% | 9% | 3% | -2% | -7%
44 | O=C(O)C1C(c2ccccc2)C(C(=O)OCc2ccco2)C1c1ccccc1 (stereo not given) | -5% | -1.0% | -9%[46.1 µM] | -15% | -10% | -3% | 2% | 6%

Reformatted with two lines to a compound: part of the list above.
The line under a structure holds: Tau fibril FP | Epigenetic reg | NPSR antag | TRb-SRC2 inh | CBFb-RUNX1 inh | Tau fluor cs | TR SRC2 fluor cs | aGal spleen mod
(1) O=C1CSC(c2ccc(Cl)cc2)N1Nc1nc(N2CCOCC2)nc(N2CCOCC2)n1 (stereo not given)
→ 5% | 5.3% | -37% | -5% | -1% | 0% | 1% | -9%
(2) CC(Sc1nnc(-c2cccnc2)n1-c1ccccc1)C(=O)NCc1ccc2c(c1)OCO2 (stereo not given)
→ 5% | 1.2% | -8%[46.1 µM] | -6% | -5% | 6% | 2% | 22%
(3) Nc1nc(SCC(=O)Nc2ccccc2Sc2ccccc2)n[nH]1
→ -7% | -1.0% | -4%[46.1 µM] | -4% | 3% | -15% | -3% | -4%
(4) CCOC(=O)c1ccc(N2C(=O)C3ON(c4ccccc4)C(c4ccco4)C3C2=O)cc1 (stereo not given)
→ -4% | 0.8% | -11%[46.1 µM] | -1% | -2% | -12% | -3% | -6%
(5) COc1ccc(Cl)cc1NC(=O)CCN1CCOCC1
→ 12% | -1.0% | 3% | 1% | 6% | 16% | 0% | -7%
(6) CCC(C)NC(=O)c1[nH]c2cc(C)ccc2c1Sc1ccc(Cl)cc1 (stereo not given)
→ 9% | u | x | 4% | x | -5% | -1% | x
(7) COc1ccc(OC)c(NC2=C(c3ccccc3)C(=O)c3ccccc32)c1
→ 8% | 2.0% | x | -4% | x | u | 0% | x
(8) NC(=S)Cc1nc(-c2ccc(Cl)cc2)cs1
→ u | u | 3% | -1% | -9% | u | 2% | -4%

These rows are one share of the data; the hit share may differ from the screen's.
